Screening results as filed in PubChem BioAssay.
VLA-4 inh = inhibition in human VLA-4 binding assay, primary screen, VLA-4 allosteric modulator project, MLPCN library, flow cytometry, VLA-4 expressing cells; Integrin alpha-4 (Homo sapiens), P13612; ligand binding flow cytometry; inhibition, % (about 7 µM as worked out from the volumes in the protocol); 0.2% of 330,000 active; AID 2557, 2010; in the data active means inhibition above about 50%
BCLXL inh = inhibitors of human Bcl-xL, primary screen, biochemical, fluorescence polarization, HTS; GST-Bcl-xL / FITC-Bim BH3 peptide fluorescence polarization; Bcl-2-like protein 1 (Homo sapiens), Q07817; 0.7% of 320,000 active; inhibition, % at 10.9 µM;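 active means inhibition above the mean of all tested compounds plus 3 SD, cutoff set per campaign, cut at about 30% in these data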;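 further: 0% = DMSO wells and 100% = unlabeled Bim-BH3 peptide competitor; inhibitors lower millipolarization by displacing the labeled peptide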
Target sequence (Q07817 whole entry, looked up): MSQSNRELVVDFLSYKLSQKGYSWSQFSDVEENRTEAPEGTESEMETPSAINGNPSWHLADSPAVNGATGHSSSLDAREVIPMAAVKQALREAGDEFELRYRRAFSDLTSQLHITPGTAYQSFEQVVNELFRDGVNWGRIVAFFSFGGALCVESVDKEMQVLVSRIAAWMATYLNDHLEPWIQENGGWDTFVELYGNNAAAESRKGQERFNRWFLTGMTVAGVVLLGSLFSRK
PME-1 primary = PME-1 inhibitors via competitive probe labeling, primary screen, biochemical, fluorescence polarization, FP-Rh probe, HTS. Protein phosphatase methylesterase 1 (Homo sapiens), Q9Y570. 0.53% of 320,000 active. recombinant PME-1. AID 2130, 2009. inhibition, % at 5.9 µM;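 active means inhibition above the campaign mean of all compounds plus 3 SD, cut at about 26% in these data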;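 further: competitive labeling of PME-1 active site by serine hydrolase directed probe; 0% = PME-1 with DMSO and 100% = wells lacking PME-1 enzyme; inhibitors block probe labeling so polarization falls and inhibition rises; many of its hits are not listed in these tables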
Target sequence (Q9Y570 whole entry, looked up): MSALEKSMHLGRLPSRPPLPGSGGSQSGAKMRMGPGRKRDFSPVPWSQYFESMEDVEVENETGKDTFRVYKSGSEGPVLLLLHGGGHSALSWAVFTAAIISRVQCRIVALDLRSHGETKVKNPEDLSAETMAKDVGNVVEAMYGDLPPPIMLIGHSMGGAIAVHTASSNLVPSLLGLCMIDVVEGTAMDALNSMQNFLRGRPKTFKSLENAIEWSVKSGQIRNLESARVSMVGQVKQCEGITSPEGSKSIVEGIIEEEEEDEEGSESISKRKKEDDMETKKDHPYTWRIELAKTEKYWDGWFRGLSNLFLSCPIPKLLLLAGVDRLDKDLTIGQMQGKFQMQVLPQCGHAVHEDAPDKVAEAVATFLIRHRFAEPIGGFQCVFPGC
MCL1-BIM inh = inhibitors of MCL1 binding to BIM-BH3, primary screen, biochemical, fluorescence polarization; Induced myeloid leukemia cell differentiation protein Mcl-1 (Homo sapiens), Q07820; inhibition, % at 10.9 µM; AID 2057, 2009; 0.68% of 320,000 active; GST-MCL1 / FITC-Bim-BH3 fluorescence polarization;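 active means inhibition above the mean inhibition of all tested compounds plus 3 SD, set per campaign, cut at about 40% in these data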;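 further: 0% = DMSO wells and 100% = unlabeled Bim-BH3 peptide control; higher means more loss of mP so more displacement of Bim peptide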
GLD-1 RNA inh = GLD-1/TGE RNA complex disruptors, primary screen, biochemical, fluorescence polarization | Female germline-specific tumor suppressor gld-1 (Caenorhabditis elegans), Q17339 | purified GLD-1 + fluorescein TGE RNA | inhibition, % at 5.96 µM | 0.44% of 320,000 active | AID 2280, 2010;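 active means percent inhibition above a per-plate cutoff, the plate mean of test compounds plus 3 SD, cut at about 30% in these data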;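 further: 0% = DMSO wells with GLD-1 and probe and 100% = wells lacking GLD-1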
Target sequence (Q17339 whole entry, looked up): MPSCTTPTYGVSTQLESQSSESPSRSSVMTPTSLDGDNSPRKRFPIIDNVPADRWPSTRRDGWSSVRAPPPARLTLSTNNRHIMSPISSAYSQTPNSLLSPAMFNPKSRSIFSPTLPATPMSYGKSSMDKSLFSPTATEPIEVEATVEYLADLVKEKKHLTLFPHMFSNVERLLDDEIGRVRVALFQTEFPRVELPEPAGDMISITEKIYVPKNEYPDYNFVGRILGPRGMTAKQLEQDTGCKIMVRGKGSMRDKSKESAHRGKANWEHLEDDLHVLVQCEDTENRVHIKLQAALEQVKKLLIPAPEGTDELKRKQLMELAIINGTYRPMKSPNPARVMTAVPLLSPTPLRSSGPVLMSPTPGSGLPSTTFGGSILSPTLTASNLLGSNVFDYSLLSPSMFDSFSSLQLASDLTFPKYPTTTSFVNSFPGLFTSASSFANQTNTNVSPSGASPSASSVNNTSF
GRK2 aptamer HTS = compounds blocking aptamer binding on GRK2 – biochemical, human GRK2, bead flow cytometry, HTS, primary screen; Beta-adrenergic receptor kinase 1 (Homo sapiens), P25098; FAM-aptamer displacement from GRK2; inhibition of aptamer binding, % at 10 µM; 0.59% of 330,000 active; AID 488847, 2010;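 active means inhibition of aptamer binding above 40%, roughly 3 SD of noise, on plates passing a quality check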;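 further: median bead fluorescence of bound FAM aptamer so fluorescent compounds give negative values; no value below 0 was filed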
Fam108B counter = mouse Fam108B serine hydrolase inhibitors, primary screen, counter-screen for RBBP9 inhibitor project, biochemical, fluorescence polarization; recombinant Fam108B, FP-Rh probe fluorescence polarization; inhibition, % at 9.51 µM; 0.33% of 300,000 active;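 active means inhibition above the screen mean inhibition plus 3 SD, computed separately per campaign, cut at about 18% in these data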;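 further: inhibitors lower polarization as less probe binds the enzyme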
Efflux pump inh = inhibitors of Candida efflux pumps in yeast, primary screen, S. cerevisiae, Nile Red, multiplex | S. cerevisiae Candida pump triplex | inhibition, % at 10 µM | 0.44% of 330,000 active;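 active means plate passing quality check with inhibition over a set limit, or well fluorescence over plate mean plus 4 SD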;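 further: Nile Red retained in pooled yeast measured as flow cytometry median fluorescence; 0% = buffer negative control and 100% = Enniatin B positive control; higher means more Nile Red kept so more efflux inhibition; some compounds called inactive have numbers as strong as hits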
MEX-5 binding = MEX-5 zinc finger RNA-binding disruptors – biochemical, C. elegans, fluorescence polarization, MLPCN library, primary screen; Zinc finger protein mex-5 (Caenorhabditis elegans), Q9XUB2; MEX-5/FITC-TCR2 RNA binding; hits give low values; activity score (negative = inhibition of binding), % at 10 µM; 0.38% of 300,000 active; AID 1832, 2009;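 active means inhibition past about -25% in most replicates, and total fluorescence under double the plate's negative control median, limit read from the data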;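 further: 0% = DMSO and -100% = 5 µM competing unlabeled TCR2 RNA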
Starred values were filed as active, the others as inactive; nt = not tested or not shown. This is a subset; count on the stated rates, not on these rows.

SMILES	VLA-4 inh	BCLXL inh	PME-1 primary	MCL1-BIM inh	GLD-1 RNA inh	GRK2 aptamer HTS	Fam108B counter	Efflux pump inh	MEX-5 binding
CCCNC(=O)C1CC2Cn3c(nc4ccccc43)C2N1C (stereo not drawn)	-0.2	2.3	-1.0	-0.3	-0.5	0.0	3.4	0.2	-5.0
Cc1c(NC(=O)c2cccs2)cccc1[N+](=O)[O-]	22.8	0.5	4.0	-1.9	-6.4	0.0	1.6	0.1	2.5
COc1ccccc1NC(=O)CN1C(=O)COc2ccc(C)cc21	-5.8	0.8	-5.3	12.7	-8.9	1.0	3.1	0.0	-1.9
O=C(Nc1cccc(Oc2ccc(C(=O)O)c(C(=O)O)c2)c1)c1ccc(-c2ccccc2)cc1	4.0	8.2	-21.5	11.5	3.6	5.0	-15.0	0.0	0.5
COc1cc(/C=C/CO)cc(OC)c1OC/C=C(\C)CCC=C(C)C	-1.0	2.7	5.0	-4.3	3.3	0.0	3.9	0.2	1.8
Cc1ccc(S(=O)(=O)N[C@H](C(=O)NC2CCC(C)CC2)C(C)C)cc1 (stereo partly drawn)	11.4	nt	nt	nt	6.8	0.0	nt	0.2	nt
O=C(CN(Cc1ccccc1)C(=O)c1csnn1)NCc1ccccc1	-5.5	6.0	5.0	1.3	2.4	0.0	-0.2	-0.1	-4.7
Cc1nnc(SCC(=O)Nc2ccccc2)[nH]c1=O	-8.7	9.0	4.2	4.4	-2.4	4.0	-0.3	-0.2	-0.1
O=C(Nc1ccc2c(c1)CCC2)Nc1ccc2c(c1)OCO2	2.2	7.8	3.5	7.8	4.9	0.0	-0.6	-0.1	-0.4
O=C(CN1CCCC1)Nc1ccc(Br)cc1[N+](=O)[O-]	3.0	4.5	5.2	8.6	-0.9	2.0	3.4	0.2	-0.5
Cc1cc(C)c(S(=O)(=O)Nc2ccc(Cl)cn2)c(C)c1	10.6	3.0	-4.8	10.0	8.2	0.0	2.1	0.0	3.1
O=C(NNC1=NS(=O)(=O)c2ccccc21)c1ccc(Cl)cc1	1.7	8.9	4.7	2.0	8.0	0.0	-5.2	0.0	0.2
O=C(Nc1ncc(Cc2cccc(C(F)(F)F)c2)s1)C1CCCO1 (stereo not drawn)	-4.7	-2.5	-1.9	-1.2	2.6	1.0	-2.4	-0.1	1.4
COc1ccccc1N(Cc1ccccc1)S(=O)(=O)c1cccc(C(=O)NC2CC(C)(C)NC(C)(C)C2)c1	2.4	3.9	3.7	0.8	5.1	0.0	0.0	0.1	-1.3
O=C(N(c1ccccc1)c1ccccc1)N(c1ccccc1)c1ccccc1	10.6	2.2	1.7	-5.0	4.8	0.0	-2.2	0.1	0.4
CC(C)(C)OC(=O)N1CCCC(C(=O)CC#N)C1 (stereo not drawn)	-3.9	-5.9	-1.5	0.9	-4.8	1.0	-0.9	0.1	19.2
Cc1ccc(NC(=O)Nc2ccc(Cl)cc2)c(Br)c1	9.1	0.5	0.4	1.8	-1.9	1.0	-4.4	-0.1	-4.9
Cc1ccc(CNC(=O)c2cc(-c3ccccc3)nn2CC2CC(c3cccc([N+](=O)[O-])c3)=NO2)cc1 (stereo not drawn)	nt	-0.9	-0.8	-0.4	-4.0	nt	3.8	nt	-1.7
Cc1ccc(-n2nnnc2CNC(=O)C2CC(=O)N(c3ccc(F)cc3)C2)cc1C (stereo not drawn)	2.3	4.6	4.4	7.4	6.0	0.0	0.4	0.2	0.7
O=C(Nc1ccc(N2CCOCC2)cc1)c1cccc2c(Br)cccc12	-3.4	2.1	-3.7	6.1	-2.2	0.0	-4.8	0.0	0.2
Clc1ccc(-c2nn3c(-c4ccccc4)nnc3s2)cc1	3.1	5.6	4.2	4.7	3.4	0.0	1.2	-0.2	0.4
O=C(O)c1ccc(NC(=O)c2cn(-c3ccccc3)nc2-c2ccc(F)cc2)cc1	2.9	4.5	-6.1	8.0	4.9	0.0	-5.5	-0.1	2.0
Cc1c(N=Cc2c(O)n(Cc3ccco3)c(=O)c3ccccc23)c(=O)n(-c2ccccc2)n1C	13.4	-5.1	11.2	-2.9	-3.1	2.0	14.4	0.0	-0.1
CC(=O)Nc1ccc(C(=O)CSc2nnc(Cn3nnc4ccccc43)n2C)cc1	9.8	-1.9	-0.4	-1.1	1.8	0.0	-2.4	-0.1	1.3
CN(C)CCN(Cc1ccccc1)S(=O)(=O)c1ccc(-c2ccc(=O)[nH]n2)s1	19.1	-0.3	9.2	0.5	-9.3	0.0	-2.0	0.3	-2.4
COc1ccc(NC(=O)Cn2nnc(-c3ccccc3NS(=O)(=O)c3ccccc3)n2)cc1	17.5	3.5	-10.9	1.7	1.2	2.0	-7.5	-0.5	0.8
COc1ccc2[nH]c(=O)c(CN(CC3CCCO3)S(=O)(=O)c3ccccc3F)cc2c1 (stereo not drawn)	-0.5	3.6	-3.0	-1.4	8.8	2.0	1.2	0.1	1.5
Cc1occc1C(=O)N1CCN(S(=O)(=O)c2ccc(F)cc2)CC1	-2.6	3.4	4.6	-0.9	-4.1	0.0	nt	0.0	nt
CC(C)c1ccc(O)c(N)c1	27.8	9.3	5.5	8.3	6.7	0.0	9.1	0.1	1.2
OCCNCC12CC3CC(CC(C3)C1)C2	3.3	-1.6	1.0	-2.3	-1.6	0.0	-0.2	0.1	4.8
Cc1nn(S(=O)(=O)c2ccc(Br)cc2)c(C)c1S(=O)(=O)N1CCOCC1	5.0	4.3	-6.3	3.4	-9.7	0.0	-1.5	0.3	-1.8
COc1ccc(C(=O)NC(Oc2ccccc2)C(Cl)(Cl)Cl)cc1 (stereo not drawn)	15.1	4.1	-2.7	-1.4	2.5	0.0	-1.2	0.1	1.1
CCOC(=O)CC(=O)CSc1nc(-c2cccnc2)ccc1C#N	-5.1	26.8	-7.3	18.3	-4.1	1.0	-1.2	0.1	-0.7
CN1CCc2c(sc(NC(=O)Cc3ccc(F)cc3)c2C(N)=O)C1	-5.7	3.3	-3.6	2.2	-4.2	0.0	-4.6	0.0	-1.6
Cc1ccc(S(=O)(=O)N(CC(=O)N/N=C/c2ccco2)c2cc(Cl)cc(Cl)c2)cc1	2.9	1.4	-14.9	5.6	0.0	2.0	-17.9	-0.4	-0.1
O=C(CS(=O)c1cccc(C(F)(F)F)c1)Nc1ccc(Cl)cc1Cl (stereo not drawn)	-5.7	-0.5	-9.3	-11.2	-6.1	3.0	-2.8	0.1	2.8
COc1ccc(CN2C(=O)c3ccccc3C2OC)cc1 (stereo not drawn)	4.2	3.1	-1.3	4.6	-3.7	2.0	-4.9	0.1	-0.9
CC[C@H](C)[C@@H](C(=O)N1CCNCC1)n1cc([C@@H](N)CC(C)C)nn1	4.3	4.3	2.8	2.9	6.4	1.0	0.7	0.0	0.5
Cc1noc(C)c1CCC(=O)N1CCCC(CO)(Cc2ccccc2)C1 (stereo not drawn)	3.6	-6.4	-0.3	-8.3	-4.2	0.0	-7.5	0.2	1.2
Cc1ccccc1NC(=S)N(CCN1CCCCCC1)Cc1cccs1	14.3	2.1	9.7	8.1	-3.0	0.0	2.5	0.0	-0.8
O=C1CCCC2=C1C(c1ccccc1)n1c(s/c(=C/c3cccc(F)c3)c1=O)=N2 (stereo not drawn)	17.1	-2.9	-0.9	-4.0	-9.8	0.0	-3.3	0.0	-0.8
CCOC(=O)c1sc(NC(=O)CSc2n[nH]c(-c3ccccc3)n2)c(C#N)c1C	11.8	14.4	-4.3	3.8	0.6	3.0	1.0	0.1	-3.1
Cc1ccc(F)c([C@H]2[C@H]3C=CC[C@@H](C)[C@@H]3C(=O)N2Cc2ccccc2)c1	26.0	2.7	1.9	-0.1	6.2	0.0	2.0	-0.1	-1.2
Cc1nc2ccccn2c1C(=O)NNS(=O)(=O)c1ccc(C(C)(C)C)cc1	6.3	-2.7	3.5	-2.1	2.7	0.0	1.6	-1.7	0.6
CCOC(=O)N1CCN(C(c2ccc(C)cc2)c2sc3nc(C)nn3c2O)CC1 (stereo not drawn)	2.8	1.2	2.1	3.0	3.7	2.0	2.3	-0.1	-2.3
CC(C(=O)Nc1ccc(S(=O)(=O)N2CCCC2)cc1)N1CCN(c2ccccc2O)CC1 (stereo not drawn)	8.8	nt	nt	nt	2.7	7.0	nt	-0.3	nt
O=c1c(Cl)c(N2CCN(c3ccc(F)cc3)CC2)cnn1-c1nc2ccccc2s1	-4.8	3.9	-4.4	7.8	3.8	2.0	-1.7	-0.3	-0.2
Cc1cc2c(=O)n(CC(=O)N3CCN(c4ccc(F)cc4)CC3)cnc2s1	1.6	0.2	-9.9	1.2	-5.2	1.0	4.6	0.3	0.4
COc1ccc(S(=O)(=O)Cc2ccc(C(=O)N3CCN(c4ccccn4)CC3)o2)cc1	38.3	1.1	6.1	1.9	-10.1	0.0	-0.8	0.0	-4.7
Cn1c(C(=O)N2CCCC(C(=O)NCCCSC3CCCCC3)C2)cc2sccc21 (stereo not drawn)	9.7	-3.0	0.0	-1.4	3.2	25.0	-3.5	0.2	2.8
CCn1c(NC(=O)c2cccc(Cn3cc(Cl)cn3)c2)nc2ccccc21	-38.8	6.8	1.3	4.8	5.0	0.0	-1.8	-0.2	1.5
Cc1ccccc1OCC(=O)OCC(=O)Nc1cc(S(=O)(=O)N2CCCCC2)ccc1Cl	-1.4	-0.2	7.8	-4.5	-0.9	2.0	-10.6	0.0	0.8
CC1=NCCN1S(=O)(=O)c1cc([N+](=O)[O-])ccc1Cl	10.6	3.7	-0.5	9.4	7.5	1.0	1.7	-0.1	-0.3
COc1ccc(N=Nc2c(-c3ccc(OC)cc3)[nH]oc2=O)cc1	10.3	2.5	1.2	5.8	-0.2	4.0	0.6	-0.1	-17.2
COc1ccc(C(=O)c2ccc(Br)cc2)c2ccccc12	11.0	-1.9	-5.0	1.4	0.7	0.0	-8.9	0.0	-0.8
O=C(CSc1nccn1Cc1ccccc1)Nc1ccccc1	21.7	0.4	-2.1	4.7	6.4	0.0	2.1	-0.2	-1.2
Fc1ccccc1COc1ccc2ccccc2c1CNc1nn[nH]n1	-2.8	2.9	5.7	3.9	4.1	0.0	2.8	0.0	-1.2
O=C(OCc1csc(-c2ccccc2)n1)c1ccccc1O	-5.7	-0.9	1.1	-1.0	-2.2	1.0	-6.6	0.0	2.0
Cc1cccc(NC(=O)CSc2nc3nc(C)cc(C)c3c(=O)[nH]2)c1	-0.1	5.2	-3.7	6.9	-1.0	0.0	2.4	-0.1	-0.7
